Gli-Sufu antag: Gli-Sufu pathway antagonism. Sufu-KO-LIGHT fibroblasts, Gli luciferase reporter luminescence. inhibition, % at 5 µM. actives 0.74% (n = 340,000);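 active means inhibition above about 55%, limit read from the data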;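 further: 0% = DMSO-treated cells and 100% = wells with medium but no cells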
XBP1 UPR activ: adaptive UPR (XBP1) activation; CHO-XBP1 luciferase reporter, IRE1-XBP1 UPR activation, luminescence; percent of tunicamycin response, DMSO as zero; activation, % at 20 µM; actives 0.33% (n = 330,000); AID 463104;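 active means versus positive control, 20 µM dose yields 30% or more activation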;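 further: 100% = tunicamycin at 10 µg/mL and 0% = DMSO only wells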
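Assay system: IRE1-XBP1 luciferase reporter CHO line. Input: 1000 cells/well. Buffer or medium: F12 with 10% serum. Doses: 20 µM, 1% DMSO. Times: overnight seeding at 37 °C, 6 h compound treatment at 37 °C. Technique: Steady-Glo luciferase glow luminescence, 10 min after reagent addition.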
697 NFkB inh: inhibitors of the PMA/ionomycin-induced NF-kB reporter in 697 B cells. 697 B-cell NF-kB luciferase reporter, 16 h. inhibition, % at 4 µM. actives 0.33% (n = 330,000); in the data active means inhibition above about 35%
UPR CHOP act: activators of apoptotic arm of unfolded protein response (CHOP); CHO-CHOP luciferase reporter, UPR activation, luminescence; percent of tunicamycin response over DMSO baseline; activation, % at 10 µM; actives 0.34% (n = 330,000);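 active means at 10 µM dose, activation of 40% or more, normalized to positive control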;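 further: 100% = tunicamycin at 10 µg/mL and 0% = DMSO alone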
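Material: CHO-CHOP cells, stable luciferase reporter of PERK-eIF2a-CHOP signalling; quantity: 500 reporter cells seeded per well; buffer or medium: F12 medium containing 10% fetal bovine serum; compound: one dose, 10 µM in 0.5% DMSO; incubation: 6 h compound treatment, 37 °C; measured by: Steady-Glo luciferase luminescence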
CCR6 antagonist: antagonists of human CCR6 receptor; P51684; AID 493098; actives 0.49% (n = 340,000); inhibition, % at 20 µM; CHO-K1 CCR6 PathHunter beta-arrestin, luminescence, CCL20-stimulated;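 active means compounds whose inhibition of the agonist-driven luminescence signal at 20 µM reaches about 50%, limit read from the data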;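 further: cells stimulated with CCL20 at 14 nM final; plate controls were DMSO with CCL20 for no effect and DMSO without agonist for full effect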
CXCR6 block: CXCR6 (human) receptor inhibition. O00574. CHO-K1 PathHunter CXCR6 beta-arrestin, luminescence. inhibition, % at 20 µM. actives 0.36% (n = 360,000). AID 602244; in the data active means inhibition above about 34%, passing the limit was not always enough;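 further: antagonist mode with CXCL16 agonist at 10 nM final; 0% = 10 nM CXCL16 with DMSO and 100% = unstimulated wells without agonist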
Mdm2 MdmX PPI: human Mdm2/MdmX binding inhibition; O15151+Q00987; SaOS-2 split-luciferase Mdm2/MdmX complementation, luminescence; inhibition, % at 8 µM; actives 3% (n = 330,000);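 active means inhibition of at least 50% at 8 µM in the primary screen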
Target sequence (O15151 whole entry, looked up): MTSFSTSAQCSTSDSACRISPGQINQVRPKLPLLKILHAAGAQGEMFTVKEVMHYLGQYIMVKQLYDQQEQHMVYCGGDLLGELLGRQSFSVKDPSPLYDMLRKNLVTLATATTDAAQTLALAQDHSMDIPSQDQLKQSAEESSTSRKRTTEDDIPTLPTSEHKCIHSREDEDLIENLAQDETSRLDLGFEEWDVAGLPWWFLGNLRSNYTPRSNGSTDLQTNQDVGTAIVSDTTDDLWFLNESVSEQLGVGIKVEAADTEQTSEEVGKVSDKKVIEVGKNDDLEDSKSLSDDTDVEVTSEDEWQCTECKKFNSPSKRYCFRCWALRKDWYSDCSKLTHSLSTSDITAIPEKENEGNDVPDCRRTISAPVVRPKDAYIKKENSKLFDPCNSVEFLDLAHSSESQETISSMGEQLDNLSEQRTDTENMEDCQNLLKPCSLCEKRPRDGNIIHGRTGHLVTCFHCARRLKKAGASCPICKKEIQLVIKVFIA
Target sequence (Q00987 whole entry, looked up): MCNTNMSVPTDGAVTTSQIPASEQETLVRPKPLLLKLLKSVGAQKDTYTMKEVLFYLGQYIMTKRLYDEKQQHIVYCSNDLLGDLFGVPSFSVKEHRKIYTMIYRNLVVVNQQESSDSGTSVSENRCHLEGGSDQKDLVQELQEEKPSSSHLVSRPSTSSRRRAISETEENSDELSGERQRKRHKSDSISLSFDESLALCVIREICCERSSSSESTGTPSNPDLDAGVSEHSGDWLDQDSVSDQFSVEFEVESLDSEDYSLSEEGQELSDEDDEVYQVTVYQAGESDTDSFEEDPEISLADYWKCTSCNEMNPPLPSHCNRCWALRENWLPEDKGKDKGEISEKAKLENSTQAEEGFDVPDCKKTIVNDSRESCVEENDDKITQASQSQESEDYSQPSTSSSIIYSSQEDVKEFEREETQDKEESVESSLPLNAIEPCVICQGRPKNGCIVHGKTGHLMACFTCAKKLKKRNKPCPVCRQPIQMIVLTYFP
EBI2 block: antagonists of human EBI2 receptor; P32249; EBI2 beta-arrestin recruitment, luminescence, 7a,25-OHC stimulated; inhibition, % at 5 µM; actives 0.81% (n = 360,000); AID 651636; in the data active means inhibition above about 38%;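 further: enzyme fragment complementation signal reports receptor beta-arrestin coupling in cells; 0% = agonist plus DMSO wells and 100% = wells without agonist; some results beyond the cut were filed as inactive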
Jurkat NFkB inh: lowers PMA/ionomycin-induced NF-kB signal in Jurkat cells. PMA/ionomycin-induced NF-kB luciferase reporter, luminescence. inhibition, % at 4 µM. AID 435003. actives 0.53% (n = 330,000); in the data active means inhibition above about 50%
Active calls of the source: *; · = no result given.

(1) Cc1csc(NC(=O)c2ccc(C)c(S(=O)(=O)N3CCCCC3)c2)n1
(2) Cc1ccc(-c2nn(C)c(=O)c3ccccc23)cc1CO
(3) Cc1ccc(NC(=O)Cn2nnc(C(=O)NCc3cccs3)c2N)cc1
(4) Fc1ccc(/C=N/N2CCOCC2)c(F)c1
(5) CCCCNC(=S)N/N=C/C1=CCC2CC1C2(C)C (stereo unspecified)
(6) COc1ccc(OC2CCN(S(=O)(=O)c3ccccc3)CC2)cc1
(7) CCCn1c2ccccc2c2nnc(SC(CC)C(=O)Nc3sc4c(c3C#N)CCCC4)nc21 (stereo unspecified)
(8) O=C(CN1CCC(O)(c2cccc(C(F)(F)F)c2)CC1)NCCc1ccccc1
(9) CC(=O)c1c(C)[nH]c(C(=O)Nc2ccc(Cl)c(S(=O)(=O)N(C)C)c2)c1C
(10) Cc1nn(C(C)C(=O)Nc2sc3c(c2C#N)CCCC3)c(C)c1[N+](=O)[O-] (stereo unspecified)

Compound,1,2,3,4,5,6,7,8,9,10
Gli-Sufu antag,-2,-3,11,-2,7,5,3,-10,-65,1
XBP1 UPR activ,-2,0,3,0,0,1,13,-5,3,-5
697 NFkB inh,0,14,-1,10,-12,-3,-29,14,-38,-7
UPR CHOP act,0.3,3.6,1.2,1.3,1.1,-2.5,-1.2,1.5,8.1,-1.8
CCR6 antagonist,6,-4,-2,8,32,17,-5,14,11,11
CXCR6 block,4,3,2,0,19,16,13,8,-6,1
Mdm2 MdmX PPI,21,21,21,-11,-12,10,54*,17,-38,7
EBI2 block,3,5,-14,-1,34,20,6,12,-2,-6
Jurkat NFkB inh,-7,14,11,-5,-4,1,-8,-19,-81,15

(11) CCC(=O)N1c2ccc(S(=O)(=O)N3CCN(c4ccc([N+](=O)[O-])cc4)CC3)cc2CC1C (stereo unspecified)
(12) CCOC(=O)c1cnc2c(ccc3ccccc32)c1Cl
(13) O=C(COC(=O)c1n[nH]c2ccccc12)Nc1cccc(S(=O)(=O)N2CCOCC2)c1
(14) Cc1nc(N2CCOCC2)[nH]c(=O)c1[N+](=O)[O-]
(15) O=C1CCCC2=C1C(c1cccs1)Nc1ccccc1N2 (stereo unspecified)
(16) O=C1OC(c2ccc(F)cc2)=N/C1=C\C=C/c1ccccc1
(17) N#C/C(=C\c1ccccc1[N+](=O)[O-])C(=O)Nc1ccc(S(N)(=O)=O)cc1
(18) Cc1ccc(C)c(S(=O)(=O)Nc2ccc(O)cc2)c1
(19) Cc1ccc(S(=O)(=O)Oc2ccccc2-c2ccccc2)cc1
(20) COc1ccc(-c2csc3ncnc(N4CCN(S(=O)(=O)c5cccc(Br)c5)CC4)c23)cc1

Compound,11,12,13,14,15,16,17,18,19,20
Gli-Sufu antag,58*,6,-14,-1,-3,-13,10,4,20,3
XBP1 UPR activ,-4,-4,·,1,-4,1,-2,2,·,1
697 NFkB inh,32,-5,·,9,17,-8,20,19,·,3
UPR CHOP act,9.4,6.6,·,0.4,-1.9,0.8,-0.4,-0.5,·,3.1
CCR6 antagonist,7,13,8,-1,0,4,-1,1,19,6
CXCR6 block,5,-7,-2,-7,-2,-5,-9,3,3,4
Mdm2 MdmX PPI,18,15,·,24,4,8,10,29,·,35
EBI2 block,-1,-6,11,-3,-8,3,3,3,25,38
Jurkat NFkB inh,52*,-34,·,-2,8,-40,2,8,·,15

(21) O=C(Nc1cccc([N+](=O)[O-])c1)Nc1ccc2c(c1)OCCO2
(22) Cc1ccc(SCC2(O)CCN(C(=O)c3ccc(Cl)cc3)CC2)cc1
(23) CCC(C)(C)NC(=O)Cc1ccc(F)cc1
(24) COc1cccc(C(=O)C(=O)c2cccc(OC)c2OC)c1OC
(25) Cn1c(=O)cc(N2CCc3ccccc32)[nH]c1=O
(26) Cc1ccc(C(=O)CSc2ccccc2C(=O)O)cc1
(27) c1coc(-c2nc3nc4ccccc4nc3n2CC2CCCO2)c1 (stereo unspecified)
(28) CC1(C)COC(=S)N1CCC#N
(29) COC(=O)c1ccc(-n2nnnc2SCC(=O)NCc2cccc(C(=O)O)c2)cc1
(30) O=C(CCCN1C(=O)c2ccccc2C1=O)N1CCc2ccccc2C1

Compound,21,22,23,24,25,26,27,28,29,30
Gli-Sufu antag,-96,41,-2,5,-7,-21,-10,-5,-2,2
XBP1 UPR activ,8,-3,-1,·,0,-2,0,·,3,-1
697 NFkB inh,-103,7,5,·,-25,-109,-20,·,-13,14
UPR CHOP act,6.6,-1.3,0.0,·,-1.9,2.0,-0.6,·,-2.0,-0.2
CCR6 antagonist,20,39,1,13,11,11,-8,9,-6,11
CXCR6 block,-2,-9,3,-1,-2,1,-2,-4,-3,4
Mdm2 MdmX PPI,-130,-16,3,·,5,22,14,·,-13,-21
EBI2 block,5,47*,0,1,-2,-1,-1,3,-14,-5
Jurkat NFkB inh,-111,-12,-13,·,-11,-26,1,·,-14,-5

(31) C#CC(C)(C)NC(=O)c1cnc(-c2ccccc2)nc1-c1ccccc1
(32) C=CCN(c1ccc(C(=O)NCCN2CCOCC2)cc1)S(C)(=O)=O
(33) COc1ccccc1-c1nc2cc(Cl)ccc2c(=O)n1O
(34) Oc1cccc2oc(=S)[nH]c12
(35) Cc1ccc(S(=O)(=O)N2CCN(S(=O)(=O)c3ccc(C)cc3)C2c2ccccc2)cc1
(36) O=c1oc2ccccc2nc1/C=C(O)/C=C\c1ccccc1
(37) O=S(=O)(NCc1ccccn1)c1ccccc1
(38) O=C(NCc1ccc(Cl)cc1)NCc1ccc(Cl)cc1
(39) CN(C)S(=O)(=O)c1cccc(NC(=O)Cc2ccc(Cl)cc2)c1
(40) CN1OC(Cn2cc(C#N)c(=O)n(C)c2=O)CC1c1ccccc1 (stereo unspecified)

Compound,31,32,33,34,35,36,37,38,39,40
Gli-Sufu antag,6,3,29,1,7,14,4,-10,7,8
XBP1 UPR activ,-4,-3,-2,·,-1,-2,1,-1,-4,-1
697 NFkB inh,6,8,-16,·,-7,9,-25,5,2,11
UPR CHOP act,0.3,-0.4,-0.8,·,-0.9,1.3,-0.5,-0.5,3.0,0.5
CCR6 antagonist,6,-4,-7,9,10,24,-10,-1,20,3
CXCR6 block,0,0,2,1,-1,12,2,0,-5,4
Mdm2 MdmX PPI,0,12,13,·,-3,14,-20,1,10,7
EBI2 block,2,-7,-5,-6,10,-17,-3,-8,-1,6
Jurkat NFkB inh,-14,-1,4,·,12,2,-2,-2,2,-7

Full records as entered above. Order of values: Gli-Sufu antag	XBP1 UPR activ	697 NFkB inh	UPR CHOP act	CCR6 antagonist	CXCR6 block	Mdm2 MdmX PPI	EBI2 block	Jurkat NFkB inh
Entry for `CCC(C)(C)NC(=O)Cc1ccc(F)cc1` → -2	-1	5	0.0	1	3	3	0	-13
Entry for `CCOC(=O)c1cnc2c(ccc3ccccc32)c1Cl` → 6	-4	-5	6.6	13	-7	15	-6	-34

Remaining list, next part.
(41) COc1ccccc1CCNS(=O)(=O)c1ccc(C(=O)O)n1C
(42) CC1(C)Cc2ccccc2-c2nnc(-c3cccc(O)c3)n21
(43) S=C(NNc1ccc2ccccc2c1)NC1CCCCC1
(44) Nc1nnc(C(=O)c2ccccc2N)s1
(45) Cc1cccc(N2CCN(C(=O)CCCn3c(=O)c4cccn4c4cccnc43)CC2)c1C
(46) COC(=O)CSc1nnc(CNC(=O)Cc2ccccc2)n1C
(47) C/C(=N\NC(=O)Cc1csc(N2CCOCC2)n1)c1ccc(Cl)c(Cl)c1
(48) CCOC(=O)N1CCN(c2nc(-c3ccc(F)cc3)cs2)CC1
(49) CSc1nc2ccc(S(=O)(=O)N3CCCC3)cc2s1
(50) Cc1cc(C(=O)COC(=O)c2ccc(O)cc2)c(C)n1CC1CCCO1 (stereo unspecified)

Compound,41,42,43,44,45,46,47,48,49,50
Gli-Sufu antag,19,4,4,-12,23,0,7,-16,-1,-21
XBP1 UPR activ,0,0,-1,1,-7,2,-3,4,0,-5
697 NFkB inh,1,2,-64,-12,-35,8,28,-9,-15,-59
UPR CHOP act,2.9,1.4,4.9,2.6,1.2,0.2,-0.3,1.7,0.1,-0.6
CCR6 antagonist,2,16,54*,21,34,-3,-12,7,-10,7
CXCR6 block,5,6,21,10,19,-4,-3,-2,-3,-12
Mdm2 MdmX PPI,-23,6,64*,-7,39,-18,14,-34,-13,14
EBI2 block,-5,5,45*,-9,-2,-2,3,14,-4,-5
Jurkat NFkB inh,9,3,-25,-12,3,8,4,-15,-15,-21

Look-ups from the list.
In UPR CHOP act, O=C(Nc1cccc([N+](=O)[O-])c1)Nc1ccc2c(c1)OCCO2 shows 6.6
In Jurkat NFkB inh, Cc1cc(C(=O)COC(=O)c2ccc(O)cc2)c(C)n1CC1CCCO1 (stereo unspecified) shows -21
In CCR6 antagonist, c1coc(-c2nc3nc4ccccc4nc3n2CC2CCCO2)c1 (stereo unspecified) shows -8
In UPR CHOP act, O=C(CCCN1C(=O)c2ccccc2C1=O)N1CCc2ccccc2C1 shows -0.2
In CCR6 antagonist, C#CC(C)(C)NC(=O)c1cnc(-c2ccccc2)nc1-c1ccccc1 shows 6
In CXCR6 block, Oc1cccc2oc(=S)[nH]c12 shows 1
In CCR6 antagonist, Cc1ccc(NC(=O)Cn2nnc(C(=O)NCc3cccs3)c2N)cc1 shows -2

Reformatted field by field: 2 of the compounds above
50	Cc1cc(C(=O)COC(=O)c2ccc(O)cc2)c(C)n1CC1CCCO1 (stereo unspecified)
  Gli-Sufu antag: -21
  XBP1 UPR activ: -5
  697 NFkB inh: -59
  UPR CHOP act: -0.6
  CCR6 antagonist: 7
  CXCR6 block: -12
  Mdm2 MdmX PPI: 14
  EBI2 block: -5
  Jurkat NFkB inh: -21
44	Nc1nnc(C(=O)c2ccccc2N)s1
  Gli-Sufu antag: -12
  XBP1 UPR activ: 1
  697 NFkB inh: -12
  UPR CHOP act: 2.6
  CCR6 antagonist: 21
  CXCR6 block: 10
  Mdm2 MdmX PPI: -7
  EBI2 block: -9
  Jurkat NFkB inh: -12

Next structures
(51) O=C(CSc1nnc(Cc2cccs2)n1C1CCCCC1)N1CCCc2ccccc21
(52) Cn1nnnc1SCc1nc2ccccc2s1
(53) CCN(C(=O)CSc1nnc(-c2c[nH]c3ccccc23)n1C1CC1)C1CCS(=O)(=O)C1 (stereo unspecified)
(54) COc1cc(C(=O)N2CCC(NC(=O)C(Cc3ccc(C(C)C)cc3)NC(C)=O)CC2)cc(OC)c1OC (stereo unspecified)
(55) Cc1ccc(NC(=S)NCC2CCCO2)cc1 (stereo unspecified)
(56) N#Cc1cc2c(=O)n3ccccc3nc2n(-c2ccc(Cl)cc2)c1=O
(57) COC(=O)c1ccc(-n2ccnc2)cc1
(58) CC1C(=O)N2CCCc3cc(S(=O)(=O)N4CCCCC4)cc1c32 (stereo unspecified)
(59) CCn1c(SCC(=O)OCC(=O)N2c3ccccc3NC(=O)C2(C)C)nnc1-c1ccco1

Compound,51,52,53,54,55,56,57,58,59
Gli-Sufu antag,1,-19,-1,1,-11,-13,-6,-1,2
XBP1 UPR activ,0,-1,-4,2,0,2,2,-1,-1
697 NFkB inh,-47,-65,15,10,-2,-4,2,-17,7
UPR CHOP act,-1.8,2.6,-0.6,1.5,2.7,-2.3,-3.0,-2.3,-0.7
CCR6 antagonist,-2,9,13,-13,11,6,2,6,-8
CXCR6 block,8,-5,5,-3,-1,1,-6,4,8
Mdm2 MdmX PPI,10,-19,-11,22,-8,-42,1,8,2
EBI2 block,9,-7,1,-8,-12,11,7,3,1
Jurkat NFkB inh,-7,-36,0,2,-10,10,1,-8,9
